EWS-Fli inh: blocks EWS/Fli oncoprotein-driven transcription. hit rate 0.67% among 350,000. inhibition, % at 12.6 µM. A673 NR0B1-luciferase reporter, viability-normalised;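 active = mean inhibition of at least 50% after viability correction, with every replicate also passing that limit; inconclusive = mean reaches 50% but only one of two replicates passes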;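 note: firefly luciferase signal divided by Alamar Blue viability fluorescence both relative to DMSO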
LGR2 inh: inhibitors of bursicon-induced Drosophila LGR2 receptor cAMP signaling; inhibition, % at 9.99 µM; hit rate 0.35% among 380,000; HEK293 LGR2, CRE-luciferase, bursicon-stimulated, 4 h; AID 720647;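 active = drop in luminescence signal, shown as inhibition above about 50% in the replicate tests, limit read from the data, passing the limit was not always enough; inconclusive = probably only some replicates passing the limit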;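 note: agonist challenge used bursicon conditioned medium at about half maximal strength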
PGC1a acetyl inh: modulators of PGC1a acetylation. AID 651687. inhibition, % at 15.6 µM. U2OS PGC1a acetylation, AlphaScreen anti-acetyl-lysine; with virally co-expressed GCN5 acetyltransferase. hit rate 0.17% among 350,000;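 active = every replicate shows inhibition of at least 40%; inconclusive = mean inhibition at least 40% but some replicate below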;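 note: 0% = neutral control wells and 100% = positive control wells; some results beyond the cut were filed as inactive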
miR-122 sensor: miR-122 inhibition in Huh7 cells; Huh7 miR-122 Renilla luciferase sensor, 48 h; neutral wells = 0, positive control = 100; hit rate 0.3% among 340,000; AID 602342; activation (reporter increase), % at 12.5 µM;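 active = mean replicate activation score at least 90 and every replicate individually at or above 90; inconclusive = only one of the two criteria met; inactive = neither criterion met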;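 note: higher luciferase means less miR-122 activity so hits act as miR-122 inhibitors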
FN deposition inh: fibronectin deposition inhibition; hit rate 0.086% among 350,000; AH1F fibroblasts, Alexa488-fibronectin deposition fluorescence, overnight; inhibition, % at 12.6 µM; AID 743247;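 active = mean inhibition across replicates of 30% or more, regardless of how many single replicates reach that level; inconclusive = mean under 30% yet at least half of replicates reach 30%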;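 note: positive control wells lacked labelled fibronectin entirely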
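material = AH1F fibroblast monolayer depositing Alexa488-labelled fibronectin into matrix | amount = 10000 AH1F cells/well | buffer or medium = DMEM plus 2% serum, read in PBS | incubation = 1 h cell adhesion before compound, then overnight fibronectin incubation | detection = fluorescence at 485 nm excitation, 525 nm emission | evaluation = percent inhibition as loss of matrix-bound fibronectin fluorescence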
Cneo AK release: causes C. neoformans cell lysis; adenylate kinase release luminescence, 4 h; normalised: neutral wells 0, clomiphene wells 100; lysis activity, % at 15 µM; hit rate 0.2% among 360,000;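 active = mean lysis activity across replicates of at least 80%, whatever share of replicates individually reach that level; inactive = mean lysis activity below 80%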
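read-out = cell lysis signal | test system = log-phase Cryptococcus neoformans yeast cells | input = cells at 5 × 10^6 per mL | medium = fresh YPD growth medium | signal = luminescent adenylate kinase detection reagent | timing = 4 h at 37 °C static, read 1 h later | dosing = single dose | controls = Clomiphene as positive lysis control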
PAX8 inh HTS: lowers PAX8-driven luciferase in RMG-I cells. hit rate 1.2% among 360,000. inhibition, % at 12.6 µM. RMG-I TPO-luciferase reporter, SteadyGlo, 24 h. AID 652154;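 active = mean replicate inhibition at least 60% with every replicate also reaching 60%; inconclusive = only one of the two criteria is met; inactive = mean below 60% and not all replicates reaching 60%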;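 note: luciferase light reporting Pax8 driven TPO promoter activity; plate controls were median of neutral control wells for no effect and mitoxantrone controls for full effect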
Casp6 inh: caspase-6 (human) enzyme inhibition. P55212. hit rate 0.53% among 350,000. purified caspase-6, Z-VEID-R110 cleavage fluorescence. inhibition, % at 12.5 µM;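 active = mean inhibition across replicates at least about 35%, with every replicate also reaching that limit, limit read from the data; inconclusive = only one of the two criteria met; inactive = neither criterion met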;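 note: 0% = median of neutral control wells and 100% = no fluorescence left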
Target sequence (P55212 24-179 limits assumed): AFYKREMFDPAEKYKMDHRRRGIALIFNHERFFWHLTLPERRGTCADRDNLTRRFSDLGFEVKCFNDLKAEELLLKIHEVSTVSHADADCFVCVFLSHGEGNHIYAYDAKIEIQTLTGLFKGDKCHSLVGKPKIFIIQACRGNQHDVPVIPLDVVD
Target sequence (P55212 194-293 limits assumed): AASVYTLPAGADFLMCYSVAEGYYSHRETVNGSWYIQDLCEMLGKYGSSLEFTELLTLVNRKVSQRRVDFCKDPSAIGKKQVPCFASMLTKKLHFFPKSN
Active calls of the source: *; u = inconclusive; x = not tested or not shown; [ ] = dose if it differs, or a comment. This is a random part of the collection (roughly 2.5% active in at least one column).

SMILES	EWS-Fli inh	LGR2 inh	PGC1a acetyl inh	miR-122 sensor	FN deposition inh	Cneo AK release	PAX8 inh HTS	Casp6 inh
CC1(C)Oc2ccc3ccc(=O)oc3c2/C(=C/Nc2cccc(O)c2)C1=O	u	15.6	-5.9	-1.7	-15.1	x	7.7	1.9
CCc1noc(C)c1C(=O)N1CCCSC1=Nc1ccccc1Cl	0.0	10.9	x	x	-1.5	-0.2	2.4	0.5
CCCc1nc2ccccc2c(=O)n1CC(=O)c1ccc(OC)cc1	-4.3	1.5	x	x	8.6	0.2	7.3	-13.0
S=C(NNc1ccc2ccccc2c1)NC1CCCCC1	x	-24.8	2.5	14.9	x	-2.7	x	x
COc1ccc(S(=O)(=O)N(C)C[C@@H]2OCCCC[C@H](C)Oc3ccc(NS(=O)(=O)c4ccc(Cl)cc4)cc3C(=O)N([C@H](C)CO)C[C@H]2C)cc1	22.4	22.2	-8.8	x	-6.9	x	30.0	-0.2
Nc1nnc(C(=O)c2ccccc2N)s1	-8.8	-22.2	1.9	-5.2	x	-2.6	x	1.7
Cc1cccc(N2CCN(C(=O)CCCn3c(=O)c4cccn4c4cccnc43)CC2)c1C	-11.7	18.4	-1.3	-8.4	-4.5	1.1	0.0	-9.3
COC(=O)CSc1nnc(CNC(=O)Cc2ccccc2)n1C	0.7	x	-2.5	0.6	x	0.3	x	-1.8
C[C@H]1CN([C@@H](C)CO)S(=O)(=O)c2ccc(-c3ccccc3F)cc2O[C@@H]1CN(C)Cc1cncnc1	6.4	5.0	-9.9	-5.3[16.7 µM]	x	1.4	x	-4.3
COCC(=O)N(C)C[C@@H]1Oc2ncc(C#CC3(O)CCCC3)cc2C(=O)N([C@H](C)CO)C[C@@H]1C	-0.8	-49.8	1.2	10.6[16.7 µM]	3.9	2.9	x	0.0
C[C@@H]1CN([C@H](C)CO)C(=O)Cc2cc(NC(=O)Cn3cnnn3)ccc2O[C@H]1CN(C)S(=O)(=O)c1cn(C)cn1	0.1	-6.4	-1.1	-7.8[16.7 µM]	x	-2.5	-0.3	0.6
C/C(=N\NC(=O)Cc1csc(N2CCOCC2)n1)c1ccc(Cl)c(Cl)c1	0.0	-1.9	-3.8	-4.0	-0.4	-0.2	12.8	2.9
CCOC(=O)N1CCN(c2nc(-c3ccc(F)cc3)cs2)CC1	x	x	x	-2.0	-6.3	-28.4	-13.4	x
CCOC(=O)c1ccc(NC(=O)c2ncn3c2C(=O)NC[C@H]3C)cc1	-5.8	-5.2	5.1	6.1	-9.7	-1.3	-14.2	1.0
COc1ccc2c3c(n(C)c2c1)[C@H](CO)N(C(=O)c1cccnc1)CC31CCN(C)CC1	-11.5	15.8	-7.9	x	x	x	x	0.5
C[C@@H]1CN([C@H](C)CO)C(=O)c2ccccc2-c2ccccc2CO[C@@H]1CN(C)C(=O)N[C@H](C)c1ccccc1	0.8	-8.7	-2.7	x	3.1	-2.8	-4.0	-0.8
CSc1nc2ccc(S(=O)(=O)N3CCCC3)cc2s1	x	-19.5	5.0	-5.6	2.0	5.3	x	x
Cc1cc(C(=O)COC(=O)c2ccc(O)cc2)c(C)n1CC1CCCO1 (configuration not stated)	-45.3	x	x	x	1.7	x	-160.5	5.6
Cc1noc(C)c1S(=O)(=O)Nc1ccc2c(c1)C(=O)N([C@@H](C)CO)C[C@H](C)[C@H](CN(C)C(=O)c1ccccc1)OCCCC[C@@H](C)O2	5.2	-0.9	16.9	11.0[16.7 µM]	-1.5	-4.5	-11.8	-1.5
CCN(C(=O)CSc1nnc(-c2c[nH]c3ccccc23)n1C1CC1)C1CCS(=O)(=O)C1 (configuration not stated)	6.3	11.2	5.5	-7.0	0.6	0.5	2.9	1.8

The last 3 records of the section before are carried over, then new ones follow.
SMILES	EWS-Fli inh	LGR2 inh	PGC1a acetyl inh	miR-122 sensor	FN deposition inh	Cneo AK release	PAX8 inh HTS	Casp6 inh
Cc1cc(C(=O)COC(=O)c2ccc(O)cc2)c(C)n1CC1CCCO1 (configuration not stated)	-45.3	x	x	x	1.7	x	-160.5	5.6
Cc1noc(C)c1S(=O)(=O)Nc1ccc2c(c1)C(=O)N([C@@H](C)CO)C[C@H](C)[C@H](CN(C)C(=O)c1ccccc1)OCCCC[C@@H](C)O2	5.2	-0.9	16.9	11.0[16.7 µM]	-1.5	-4.5	-11.8	-1.5
CCN(C(=O)CSc1nnc(-c2c[nH]c3ccccc23)n1C1CC1)C1CCS(=O)(=O)C1 (configuration not stated)	6.3	11.2	5.5	-7.0	0.6	0.5	2.9	1.8
O=C(N[C@@H]1CC[C@H](CCn2cc(-c3cccnc3)nn2)O[C@H]1CO)c1ccccc1F	-7.4	-6.4	-5.5	3.3[16.7 µM]	x	32.7	5.8	1.5
Cc1ccc(NC(=S)NCC2CCCO2)cc1 (configuration not stated)	x	-20.6	-14.8	4.0	x	-0.2	x	x
N#Cc1cc2c(=O)n3ccccc3nc2n(-c2ccc(Cl)cc2)c1=O	-7.8	3.9	x	x	0.1	-0.9	-18.7	3.4
COC(=O)c1ccc(-n2ccnc2)cc1	-48.1	5.2	x	x	6.8	x	-11.5	-0.1
CC1C(=O)N2CCCc3cc(S(=O)(=O)N4CCCCC4)cc1c32 (configuration not stated)	-5.3	-10.6	x	0.1	x	0.3	-7.6	3.5
CCn1c(SCC(=O)OCC(=O)N2c3ccccc3NC(=O)C2(C)C)nnc1-c1ccco1	x	x	x	9.0	-1.8	-0.9	-1.5	x
O=C(NCc1cccs1)C(Cc1ccccc1)n1cccc1 (configuration not stated)	-1.8	13.4	8.9	2.4	0.0	1.7	-15.8	0.1
Cc1ccc(S(=O)(=O)N2CCN(S(=O)(=O)c3ccc(C)cc3)C2c2ccccc2)cc1	x	12.7	-109.8	7.7	14.3	-1.7	x	x
O=C(C[C@H]1C[C@H]2c3cc(NC(=O)c4cccnc4)ccc3O[C@H]2[C@@H](CO)O1)NC1CCCCC1	2.4	-5.1	-5.3	8.4[16.7 µM]	x	11.1	-14.1	-0.9
CC1(C(=O)NS(=O)(=O)c2cccs2)CCN1C(=O)C1CCCCC1 (configuration not stated)	2.1	-17.5	13.1	-0.5	5.8	2.0	-14.0	1.0
O=S(=O)(NCc1ccccn1)c1ccccc1	x	-1.8	x	-8.4	x	0.0	x	0.2
C[C@@H]1CN([C@@H](C)CO)C(=O)c2cc(C#CC(C)(C)O)cnc2O[C@@H]1CN(C)C(=O)C1CCC1	-18.5	-4.2	4.6	-5.6[16.7 µM]	x	0.6	x	3.5
O=C(NCc1ccc(Cl)cc1)NCc1ccc(Cl)cc1	7.1	-26.0	5.9	x	3.6	x	-3.8	-1.7
CN1OC(Cn2cc(C#N)c(=O)n(C)c2=O)CC1c1ccccc1 (configuration not stated)	1.7	1.7	-3.9	x	-10.3	x	-1.8	-0.7
C[C@@H](O)C#Cc1ccc2c(c1)O[C@@H](CN(C)CC1CC1)[C@@H](C)CN([C@@H](C)CO)S2(=O)=O	-10.0	-10.0	-5.4	-4.9[16.7 µM]	x	x	x	x
COc1ccccc1CCNS(=O)(=O)c1ccc(C(=O)O)n1C	8.0	10.8	x	x	-2.4	x	10.0	-2.0
COc1ccc2c3c([nH]c2c1)[C@@H](CO)N(C(C)=O)CC31CN(C(=O)c2ccc3c(c2)OCO3)C1	-5.9	0.1	6.8	x	x	x	-16.0	2.6
N#C[C@H]1[C@H](c2ccc(C#CC3CCCC3)cc2)[C@@H](CO)N1C(=O)c1cccc(F)c1	8.6	11.0	-2.5	x	-12.3	x	x	0.8
COc1cccc(C(=O)Nc2ccc3c(c2)C(=O)N(C)[C@H]2CC[C@H](CC(=O)Nc4ccc5c(c4)CCCC5)O[C@@H]2CO3)c1	5.8	0.0	5.5	5.6[16.7 µM]	-16.5	-1.2	-9.2	0.5
CN(C)CC(=O)Nc1ccc2c(c1)[C@@H]1C[C@@H](CC(=O)NCc3cccc(F)c3)O[C@@H](CO)[C@@H]1O2	6.0	-8.9	-7.9	2.1[16.7 µM]	x	0.5	14.6	-3.5
CCC(C)(C)NC(=O)Cc1ccc(F)cc1	1.3	-12.3	5.5	-1.4	-0.5	x	-8.3	-0.6
COc1cccc(C(=O)C(=O)c2cccc(OC)c2OC)c1OC	-7.5	-6.4	-1.2	-6.8	6.4	-2.3	14.7	-2.0
COc1ccc(-c2nn(-c3ccccc3)cc2CNC[C@H]2O[C@@H](n3cnc4c(=O)[nH]c(N)nc43)[C@H](O)[C@@H]2O)cc1	-0.4	-20.2	0.8	0.3	-3.1	-1.0	34.9	2.2
CCCNC(=O)N(C)C[C@H]1Oc2cc(C#CC(C)(C)O)ccc2S(=O)(=O)N([C@H](C)CO)C[C@@H]1C	9.5	15.5	0.2	15.6[16.7 µM]	-4.4	54.4	-6.1	6.5
Cn1c(=O)cc(N2CCc3ccccc32)[nH]c1=O	-4.1	6.5	-8.8	-2.6	3.8	0.3	10.9	1.7
Cc1ccc(C(=O)CSc2ccccc2C(=O)O)cc1	x	-3.2	6.9	-4.1	-4.8	6.5	-75.6	4.8
CC1(C)COC(=S)N1CCC#N	11.0	-0.6	x	x	-3.7	x	-10.2	-1.3
COC(=O)c1ccc(-n2nnnc2SCC(=O)NCc2cccc(C(=O)O)c2)cc1	x	x	6.9	8.9	-1.0	0.1	9.2	x
O=C(CCCN1C(=O)c2ccccc2C1=O)N1CCc2ccccc2C1	x	x	-2.2	7.7	2.7	-0.3	x	x
C#CC(C)(C)NC(=O)c1cnc(-c2ccccc2)nc1-c1ccccc1	-1.4	-19.8	x	x	1.9	x	0.5	x
C=CCN(c1ccc(C(=O)NCCN2CCOCC2)cc1)S(C)(=O)=O	4.9	5.8	-1.3	-0.3	-8.6	3.6	-7.9	1.9
COc1ccccc1-c1nc2cc(Cl)ccc2c(=O)n1O	-4.1	19.9	12.4	3.8	3.9	1.8	-9.9	-0.9
Oc1cccc2oc(=S)[nH]c12	5.8	-16.8	-7.1	-4.0	-0.3	1.6	-10.5	1.3

A stretch of the results above, as a working copy:
SMILES	EWS-Fli inh	LGR2 inh	PGC1a acetyl inh	miR-122 sensor	FN deposition inh	Cneo AK release	PAX8 inh HTS	Casp6 inh
O=C(NCc1cccs1)C(Cc1ccccc1)n1cccc1 (configuration not stated)	-1.8	13.4	8.9	2.4	0.0	1.7	-15.8	0.1
Cc1ccc(S(=O)(=O)N2CCN(S(=O)(=O)c3ccc(C)cc3)C2c2ccccc2)cc1	x	12.7	-109.8	7.7	14.3	-1.7	x	x
O=C(C[C@H]1C[C@H]2c3cc(NC(=O)c4cccnc4)ccc3O[C@H]2[C@@H](CO)O1)NC1CCCCC1	2.4	-5.1	-5.3	8.4[16.7 µM]	x	11.1	-14.1	-0.9
CC1(C(=O)NS(=O)(=O)c2cccs2)CCN1C(=O)C1CCCCC1 (configuration not stated)	2.1	-17.5	13.1	-0.5	5.8	2.0	-14.0	1.0

Source: PubChem BioAssay (Broad Institute)
